# PP1 counter: PP1-alpha (human) inhibition in PP5 counter-screen; 320,000 compounds, 0.9% hits; inhibition, % at 6.7 µM; purified PP1alpha, OMFP fluorescence; P62136;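 active means inhibition above the mean inhibition of all tested compounds plus 3 SD, computed separately for each screening campaign, cut at about 15% in these data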
# Target sequence (P62136 whole entry, looked up): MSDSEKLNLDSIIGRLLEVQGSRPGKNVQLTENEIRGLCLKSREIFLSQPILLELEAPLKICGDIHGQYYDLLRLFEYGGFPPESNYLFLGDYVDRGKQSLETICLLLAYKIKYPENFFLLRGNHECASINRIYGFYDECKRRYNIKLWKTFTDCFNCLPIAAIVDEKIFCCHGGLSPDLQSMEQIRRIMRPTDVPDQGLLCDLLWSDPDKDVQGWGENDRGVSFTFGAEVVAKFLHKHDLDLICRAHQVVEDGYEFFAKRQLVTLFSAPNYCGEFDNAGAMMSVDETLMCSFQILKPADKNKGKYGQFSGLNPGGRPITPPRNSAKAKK
# core dimer inh: HCV core protein dimerization inhibition | TR-FRET GST/Flag-core106 dimerization, 1536-well | inhibition, % at 5 µM | 300,000 compounds, 0.33% hits;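 active means inhibition above the mean of all tested compounds plus 3 SD, set per screening campaign, cut at about 45% in these data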
#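 Material: GST/Flag-tagged HCV core106 proteins. Incubation: 4 h, 22.5 °C incubation. Read-out basis: inhibition (%) from 671 over 617 nm ratio. Measured by: TR-FRET, excitation 340 nm, emission 617 and 671 nm.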
# PP5 primary: blocks human protein phosphatase 5 activity | P53041 | purified PP5c, OMFP substrate fluorescence | inhibition, % at 6.7 µM | 320,000 compounds, 0.18% hits | AID 1987;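 active means inhibition above the campaign's mean inhibition across all tested compounds plus 3 SD, cut at about 9.5% in these data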;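 further: 0% = DMSO only and 100% = 100 µM cantharidin control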
# Target sequence (P53041 whole entry, looked up): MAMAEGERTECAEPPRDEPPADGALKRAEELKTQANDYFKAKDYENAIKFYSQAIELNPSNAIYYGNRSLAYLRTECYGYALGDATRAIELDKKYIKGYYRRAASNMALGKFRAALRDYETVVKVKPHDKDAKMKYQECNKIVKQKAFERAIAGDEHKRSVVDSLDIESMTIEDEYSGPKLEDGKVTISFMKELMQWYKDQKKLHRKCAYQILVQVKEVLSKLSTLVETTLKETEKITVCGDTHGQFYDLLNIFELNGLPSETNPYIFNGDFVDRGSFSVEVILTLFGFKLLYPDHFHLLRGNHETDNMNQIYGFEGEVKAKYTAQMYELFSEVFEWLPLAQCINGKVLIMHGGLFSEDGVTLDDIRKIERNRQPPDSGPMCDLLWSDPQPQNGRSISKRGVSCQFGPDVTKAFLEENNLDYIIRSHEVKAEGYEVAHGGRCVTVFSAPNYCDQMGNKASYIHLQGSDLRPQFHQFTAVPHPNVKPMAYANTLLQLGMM
# TPT1 inh: C. albicans TPT1 enzyme inhibition. recombinant caTPT1, FP RNA substrate dephosphorylation. inhibition, % at 5 µM. 300,000 compounds, 0.81% hits. AID 1962;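 active means inhibition above the mean of all tested compounds plus 3 SD, set per screening campaign, cut at about 24% in these data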;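 further: plate controls were DMSO alone for no effect and ferristatin control at 100 nM for full effect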
# proCasp7 act: activates human procaspase-7, counter-screen for procaspase-3 activators. AID 463210. P55210. recombinant procaspase-7, Ac-DEVD-pNA absorbance 405 nm; D23A/D198A/D206A triple mutant, cannot self-cleave; scale: DMSO 0, 5 µM enzyme 100. 330,000 compounds, 0.093% hits. activation, % at 8.5 µM;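 active means percent activation above the screen-wide mean plus 3 SD, cut at about 25% in these data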
#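 Assay system – Uncleavable procaspase-7 mutant enzyme · Quantity – 2 µM procaspase-7 mutant as dispensed · Times – 1 h preincubation, 2 h reaction · Dosing – single nominal 8.5 µM compound dose, 0.8% DMSO final · Buffer or medium – Zinc-free 50 mM HEPES buffer, pH 7.4, with NaCl and Triton X-100 · Detection – Epi-absorbance of released pNA at 405 nm, two timepoints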
# AHR act: activates the human aryl hydrocarbon receptor; AHR-responsive luciferase reporter cells, luminescence; P35869; 320,000 compounds, 2.5% hits; AID 2796; activation, % at 5 µM; in the data active means activation above about 47%;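 further: 0% = vehicle wells and 100% = reference agonist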
# PAFAH2 FP inh: inhibitors of human PAFAH2; recombinant PAFAH2, FP-rhodamine activity probe, fluorescence polarization; inhibition, % at 3.39 µM; 340,000 compounds, 0.99% hits; Q99487; AID 492956;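 active means inhibition above the mean over all tested compounds plus 3 SD, cut at about 30% in these data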;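 further: inhibitors block probe labeling of enzyme so polarization drops; 0% = enzyme with DMSO and 100% = wells lacking PAFAH2 protein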
# proCasp3 act: procaspase-3 (human) activation; P42574; recombinant procaspase-3 D3A, Ac-DEVD-pNA absorbance 405 nm; activation, % at 8.5 µM; 330,000 compounds, 0.11% hits;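 active means activation above the mean of all tested compounds plus 3 SD, cut at about 21% in these data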;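 further: 0% = DMSO alone and 100% = DMSO wells spiked with extra 5 µM PC-3 D3A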
#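 Technique: 405 nm absorbance of p-nitroaniline, reads at 0 and 120 min; Test system: Procaspase-3 D3A mutant; Incubation: 1 h enzyme-compound preincubation, then 2 h substrate reaction, 25 °C; Repeats: singlicate, each compound tested once; Benchmarks: low control DMSO wells, high control DMSO plus 5 µM PC-3 D3A.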
# CTSL1 counter: cathepsin L1 inhibition, PFM18AAP counter-screen | inhibition, % at 5.96 µM | AID 1906 | recombinant F. hepatica cathepsin L1, Z-Leu-Arg-MCA fluorescence | 300,000 compounds, 0.49% hits;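 active means inhibition above the mean of all tested compounds plus 3 SD, set per screening campaign, cut at about 17% in these data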;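 further: 0% = plate median of test compound wells and 100% = 1 µM Z-Phe-Ala-diazomethylketone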
# The depositor's hits bear a star; . = no result given.
1. O=C(Nc1ccc(OC(=O)c2cccnc2)cc1)c1cccnc1
2. N#Cc1ccc(C(=O)N2CCN(S(=O)(=O)c3ccc(Cl)s3)CC2)cc1
3. COc1cc(C)c(Cl)cc1S(=O)(=O)NCCN1CCOCC1
4. CN1C(=O)NC(c2ccc(O)cc2)C(C(=O)c2cccs2)C1(O)C(F)(F)F (stereo not given)
5. Cc1ccc(NC(=O)NC2(C(=O)NCc3ccco3)CCCCC2)cc1
6. CN(C(=O)CSc1ncnc2sccc12)C1CCCCC1

Compound	1	2	3	4	5	6
PP1 counter	-2.4	-0.5	-4.2	1.1	0.9	-1.6
core dimer inh	-4.1	.	-1.8	3.2	-1.9	.
PP5 primary	1.0	-0.1	2.0	2.8	-2.6	2.4
TPT1 inh	-3.5	.	-4.4	0.2	6.9	.
proCasp7 act	0.7	4.6	-2.9	-3.5	1.4	2.3
AHR act	5.0	-1.1	1.6	1.3	-0.8	2.8
PAFAH2 FP inh	0.6	7.7	-0.5	1.0	1.9	-1.3
proCasp3 act	-0.4	4.8	1.7	-13.3	0.2	4.2
CTSL1 counter	-4.8	.	-1.8	-0.4	1.1	.

# Complete entries, looked up by structure. Order of screens: PP1 counter, core dimer inh, PP5 primary, TPT1 inh, proCasp7 act, AHR act, PAFAH2 FP inh, proCasp3 act, CTSL1 counter
# Profile of COc1cc(C)c(Cl)cc1S(=O)(=O)NCCN1CCOCC1 → -4.2, -1.8, 2.0, -4.4, -2.9, 1.6, -0.5, 1.7, -1.8
# Profile of Cc1ccc(NC(=O)NC2(C(=O)NCc3ccco3)CCCCC2)cc1 → 0.9, -1.9, -2.6, 6.9, 1.4, -0.8, 1.9, 0.2, 1.1

# The listing continues:
7. O=C(CN1C(=O)c2ccc([N+](=O)[O-])cc2C1=O)Nc1nccs1
8. COC(=O)Cc1ccc(NC(=S)NCCSc2ccc(C)cc2)cc1
9. CCOC(=O)c1ccc(N2NC(=O)/C(=C/c3ccc(OC(=O)c4ccco4)c(OC)c3)C2=O)cc1
10. CCOC(=O)c1ccc(NC(=O)NCCN2CCCCC2)cc1
11. Cc1ccc(NC(=O)Cn2cnc3c(nnn3Cc3ccc(F)cc3)c2=O)cc1
12. CCOC(=O)c1[nH]c(C(=O)O)c(CCC(=O)OC)c1C

Compound	7	8	9	10	11	12
PP1 counter	0.1	5.5	0.6	-2.1	-4.5	-0.9
core dimer inh	2.4	4.6	8.4	-5.9	12.4	-3.2
PP5 primary	-0.3	6.2	1.6	1.6	1.1	-0.8
TPT1 inh	0.9	4.1	1.1	-2.4	-1.7	0.9
proCasp7 act	2.6	-0.4	-14.8	0.7	-0.5	5.4
AHR act	-1.0	-2.1	2.0	-3.2	-0.3	1.0
PAFAH2 FP inh	-0.1	5.8	.	2.3	-6.1	-2.5
proCasp3 act	0.3	1.7	-3.9	2.7	-0.5	-4.2
CTSL1 counter	3.1	-1.4	4.5	0.7	-4.3	0.9

13. O=C1/C(=C/c2cccc(Cl)c2)SC(=S)N1CCC(=O)N1CCCCC1CCO (stereo not given)
14. CC12CCC(C(=O)N(c3ccccc3Cl)C1=O)C2(C)C (stereo not given)
15. CCCCN(C(=O)c1ccncc1)c1c(N)n(CCC)c(=O)[nH]c1=O
16. Cc1ccc(-n2[nH]c(C)c(C=Nc3ccc4[nH]c(=O)[nH]c4c3)c2=O)cc1
17. Cc1cc(C)n(CC(=O)N/N=C/c2ccc3c(c2)OCO3)n1
18. CS/C(=C\[N+](=O)[O-])Nc1ccc(C)cc1

Compound	13	14	15	16	17	18
PP1 counter	12.0	-1.3	.	0.5	-1.0	-2.4
core dimer inh	38.1	10.4	.	-8.2	-4.2	-8.4
PP5 primary	5.1	1.5	.	0.5	0.8	-1.4
TPT1 inh	6.7	0.3	.	-3.0	2.0	-2.0
proCasp7 act	-8.4	-2.2	-0.6	10.0	-5.7	-6.2
AHR act	1.1	1.3	0.5	13.6	8.9	5.5
PAFAH2 FP inh	8.8	1.1	2.4	9.0	-0.3	5.9
proCasp3 act	-2.9	0.2	0.9	-5.5	-0.1	6.6
CTSL1 counter	-4.5	-1.6	.	2.2	-1.7	0.0

# The last 3 records of the section above lead into the next:
16. Cc1ccc(-n2[nH]c(C)c(C=Nc3ccc4[nH]c(=O)[nH]c4c3)c2=O)cc1
17. Cc1cc(C)n(CC(=O)N/N=C/c2ccc3c(c2)OCO3)n1
18. CS/C(=C\[N+](=O)[O-])Nc1ccc(C)cc1
19. Cc1cc(C)n(CCN(C)C(=O)C2CCC(=O)N(CCN3CCOCC3)C2)n1 (stereo not given)
20. O=C(O)Cn1nnnc1SCC(=O)Nc1ccccc1F
21. N#Cc1c(N)nc2c(c1-c1cccnc1)CCCCC2
22. COc1ccc(-c2cc(C)no2)cc1S(=O)(=O)N1CCN(c2ccc([N+](=O)[O-])cc2)CC1
23. CC(C)c1ccc(NC(=O)c2snc3ccc(Cl)cc23)cc1
24. O=C(Nc1nnc(C2CCCCC2)s1)C1CC(=O)N(c2ccccc2)C1 (stereo not given)

Compound	16	17	18	19	20	21	22	23	24
PP1 counter	0.5	-1.0	-2.4	-1.7	-2.5	0.2	3.3	-0.8	0.6
core dimer inh	-8.2	-4.2	-8.4	-3.9	2.1	-1.1	22.2	-9.5	-6.9
PP5 primary	0.5	0.8	-1.4	0.6	-1.6	-1.5	1.5	1.6	0.5
TPT1 inh	-3.0	2.0	-2.0	-3.4	0.7	-2.1	-3.6	-1.6	2.4
proCasp7 act	10.0	-5.7	-6.2	-8.0	-5.6	-9.5	-5.1	-10.4	-3.9
AHR act	13.6	8.9	5.5	1.6	-1.5	0.1	0.0	54.6*	10.0
PAFAH2 FP inh	9.0	-0.3	5.9	0.3	1.0	-7.9	2.0	-12.1	-2.6
proCasp3 act	-5.5	-0.1	6.6	3.8	14.4	5.4	-2.4	2.1	0.7
CTSL1 counter	2.2	-1.7	0.0	-1.3	-1.7	-1.0	-1.4	3.0	7.5

25. C/C(Cl)=C/CSc1nnc2n(N)c(=O)c3ccccc3n12
26. NC(=O)C1CCN(c2nc(-c3cccc(Cl)c3)cs2)CC1
27. Cc1noc(/C=C/N(C)C)c1S(=O)(=O)N1CCCC(C(=O)NCc2cccs2)C1 (stereo not given)
28. COCCn1c(=NC(=O)CSCC(=O)N2CCOCC2)sc2ccccc21
29. CC(C)Sc1nc2c(c(=O)n1C)SC(C)C2 (stereo not given)
30. O=S(=O)(c1ccc(Nc2ccc(-c3ccc4c(c3)OCCO4)nn2)cc1)N1CCCC1

Compound	25	26	27	28	29	30
PP1 counter	9.2	.	4.6	1.9	-2.9	3.1
core dimer inh	-4.3	.	20.4	-1.3	-5.0	11.2
PP5 primary	1.9	.	1.5	-1.4	-1.0	4.5
TPT1 inh	-3.4	.	1.6	0.5	-0.1	-1.1
proCasp7 act	2.2	8.0	5.2	-0.3	7.8	1.2
AHR act	0.3	10.4	-0.6	-1.4	-0.7	2.4
PAFAH2 FP inh	-4.6	-8.1	-1.7	-1.7	1.7	-8.5
proCasp3 act	2.7	0.6	-0.3	3.4	4.9	0.7
CTSL1 counter	-1.1	.	5.6	-3.2	4.3	-0.7

# Ordered by the number under TPT1 inh (high to low): 3 from the list above.
entry | SMILES | TPT1 inh
29 | CC(C)Sc1nc2c(c(=O)n1C)SC(C)C2 (stereo not given) | -0.1
30 | O=S(=O)(c1ccc(Nc2ccc(-c3ccc4c(c3)OCCO4)nn2)cc1)N1CCCC1 | -1.1
25 | C/C(Cl)=C/CSc1nnc2n(N)c(=O)c3ccccc3n12 | -3.4

# Continuation:
31. Cc1ccc(C)c(NS(=O)(=O)c2ccc(OCC(=O)N3CCOCC3)cc2)c1
32. COc1ccc(CN(C)C(=O)COC(=O)c2c(C)nn(-c3ccc(F)cc3)c2Cl)cc1
33. O=C(CSc1nnc(NC(=O)c2ccc(F)cc2F)s1)NC1CC1
34. CC(=O)Oc1ccc2c3c(c(=O)oc2c1C)CCCC3
35. CCNc1nc(SCCOc2ccc(Br)cc2)nc(N(C)C)n1
36. COC(=O)CNC(=S)NC(=O)c1ccc(C(C)(C)C)cc1

Compound	31	32	33	34	35	36
PP1 counter	2.5	0.1	-0.1	-0.4	4.5	-2.4
core dimer inh	-6.3	.	-22.5	1.8	-6.2	1.1
PP5 primary	-2.2	-0.7	-9.3	2.2	-11.1	-0.2
TPT1 inh	-2.0	.	-1.4	12.3	0.0	2.5
proCasp7 act	5.0	7.2	-3.0	-10.3	4.3	-3.0
AHR act	-1.3	1.1	11.8	-1.9	0.3	0.9
PAFAH2 FP inh	2.4	0.2	-4.6	9.2	-3.9	3.6
proCasp3 act	1.8	4.8	-5.8	-8.6	-3.8	8.6
CTSL1 counter	-0.6	.	5.4	-12.0	8.7	1.1

37. O=C(NN1CCOCC1)c1cc(-c2ccccc2)nc2ccccc12
38. CC(C)(C)OC(=O)N[C@H](C(=O)OC(C)(C)C)c1ccc2c(c1)OCO2
39. O=C(O)CCNC(=O)/C(=C\c1ccco1)NC(=O)c1ccco1
40. O=C(Nc1ccccc1N1CCOCC1)C1CCN(S(=O)(=O)c2cccc(C(F)(F)F)c2)CC1
41. CN(C)S(=O)(=O)c1ccc(-c2csc(-c3cccnc3)n2)cc1
42. O=C1/C(=C/c2ccncc2)Oc2cc(OS(=O)(=O)c3ccccc3)ccc21
43. COC(=O)c1ccc(/C=N/OCC(=O)NC2CCCC(C)C2C)cc1 (stereo not given)
44. Nc1nc2nccc(-c3ccc(Cl)cc3)n2n1

Compound	37	38	39	40	41	42	43	44
PP1 counter	-4.9	-6.2	-1.6	-0.4	-0.8	2.5	-3.4	-0.1
core dimer inh	-5.3	.	-2.7	-8.6	6.0	8.9	2.0	-0.7
PP5 primary	-0.5	-1.8	2.3	1.6	-0.2	-0.1	1.6	1.4
TPT1 inh	-2.5	.	-10.2	1.0	2.1	1.6	-3.3	-0.3
proCasp7 act	6.6	-2.8	-10.4	-4.8	-1.2	0.4	2.5	10.5
AHR act	2.1	3.3	-1.9	-3.6	0.0	1.0	8.1	-7.2
PAFAH2 FP inh	11.8	2.4	1.6	3.5	-4.3	7.6	5.3	-0.5
proCasp3 act	8.2	-2.1	3.2	-0.9	-4.7	2.4	0.6	5.9
CTSL1 counter	-1.2	.	-3.8	5.7	5.1	-0.5	-1.4	3.7

# Screening data: PubChem, The Scripps Research Institute Molecular Screening Center
